From PubChem
CHO parental Ca: counter-screen for OX1R antagonists: effect in parental CHO cells; 330,000 compounds, 0.63% hits; parental CHO-K1, ATP-induced calcium, Fluo-8 fluorescence; inhibition, % at 5.6 µM;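 active = inhibition above that plate's mean sample inhibition plus 3 SD, cut at about 26% in these data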;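 also: 0% = ATP-challenged DMSO wells and 100% = DMSO wells without ATP; some compounds past the cut are filed as inactive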
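material = parental CHO cells | also added = ATP as calcium-mobilizing challenge | dosing = single point at 5.6 µM | detection = intracellular calcium via Fluo-8 no-wash fluorescent dye | read-out = % inhibition | benchmarks = low control ATP plus DMSO, high control DMSO only | repeats = one well per compound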
CHO-K1 Ca ag: M1 agonist counterscreen hit in parental CHO-K1 cells; Fluo-8 calcium fluorescence; scaled to maximal ATP response, vehicle zero; activation, % at 3 µM; 360,000 compounds, 0.48% hits; in the data active = activation above about 15%;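 also: untransfected CHO-K1 host cells lacking M1 receptor as counterscreen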
M1 ag: agonists of human M1 muscarinic receptor. CHO-K1 hM1, Fluo-8 calcium fluorescence, agonist mode; 0% DMSO, 100% acetylcholine EC100. activation, % at 3 µM. 360,000 compounds, 0.33% hits. AID 588814;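 active = activation above the run's mean compound activation plus 3 SD, cut at about 16% in these data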;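 also: peak over basal fluorescence ratio within a 140 s kinetic read after compound addition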
M1 PAM parental: nonselective activator or artifact in parental CHO-K1 calcium assay. 360,000 compounds, 0.02% hits. activation, % at 3 µM. ATP EC20, Fluo-8 calcium fluorescence; 0% at ATP EC20, 100% at ATP max;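 active = activation above the run cutoff, the mean activation of all test compounds plus 3 SD, cut at about 40% in these data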;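 also: peak over basal fluorescence ratio in a 140 s read after ATP addition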
CHO-K1 Ca antag: nonselective inhibitor or artifact in parental CHO-K1 cells. 360,000 compounds, 0.6% hits. ATP-induced calcium, Fluo-8 fluorescence. inhibition, % at 3 µM. AID 602250;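 active = inhibition above a per-plate cutoff, the plate's mean sample inhibition plus 3 SD, cut at about 24% in these data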;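 also: 0% = DMSO plus EC80 ATP and 100% = DMSO alone without ATP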
OXTR potentiate: potentiators of human oxytocin receptor; AID 2445; 320,000 compounds, 0.061% hits; activation, % at 3 µM; CHO-OTR cells, Fluo-8 calcium fluorescence, potentiator mode; 0% = oxytocin EC15, 100% = EC100;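 active = activation above that plate's cutoff, the mean activation of tested compounds plus 3 SD, cut at about 6.6% in these data, passing the limit was not always enough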;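 also: 100% uses oxytocin at 75 nM as the full agonist control; some results filed as inactive read as strong as hits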
Target sequence (P30559 whole entry, looked up): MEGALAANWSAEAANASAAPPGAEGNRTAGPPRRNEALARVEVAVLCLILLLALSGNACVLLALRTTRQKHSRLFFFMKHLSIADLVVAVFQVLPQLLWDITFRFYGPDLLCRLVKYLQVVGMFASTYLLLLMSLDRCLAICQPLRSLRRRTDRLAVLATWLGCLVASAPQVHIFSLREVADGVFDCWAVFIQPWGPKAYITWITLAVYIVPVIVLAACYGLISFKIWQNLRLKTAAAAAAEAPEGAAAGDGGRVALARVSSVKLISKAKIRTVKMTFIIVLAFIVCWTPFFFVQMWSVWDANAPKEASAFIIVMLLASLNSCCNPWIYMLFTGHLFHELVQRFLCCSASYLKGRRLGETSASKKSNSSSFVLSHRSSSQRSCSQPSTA
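Assay system: CHO cell line stably expressing human OTR. Reagent: EC15 oxytocin agonist. Dosing: single dose, 3.0 µM nominal final compound concentration. Timing: compound 6 min at room temperature before oxytocin, 100 s read. Signal: kinetic Fluo-8 calcium fluorescence. Controls: oxytocin EC15 low and EC100 high.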
TAAR1 antag: antagonists of human TAAR1. CHO RD-HGA16 TAAR1, Fluo-8 calcium fluorescence, antagonist. 360,000 compounds, 1.5% hits. inhibition, % at 3 µM. AID 624466. Q96RJ0;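 active = inhibition above a per-plate cutoff, the mean inhibition of test compounds on that plate plus 3 SD, cut at about 49% in these data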;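 also: 0% = DMSO plus EC80 beta-PEA response and 100% = DMSO alone without agonist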
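Test system – hTAAR1-expressing CHO RD-HGA16 cells, Gα16-coupled · Reagent – β-PEA at EC80 concentration, post-compound challenge · Compound dosing – 3 µM, single point · Timing – 140 s kinetic read after compound, 140 s after agonist · Detection – Fluo-8 intracellular calcium dye fluorescence, real-time kinetic reads · Control set – DMSO and EC80 PEA controls · Repeats – n of 1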
TAAR1 ag: human TAAR1 agonism | CHO RD-HGA16 TAAR1, Fluo-8 calcium fluorescence; vehicle wells 0%, saturating PEA agonist 100% | activation, % at 3 µM | AID 624467 | 360,000 compounds, 0.99% hits | Q96RJ0;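 active = activation above the mean activation of all test compounds in the run plus 3 SD, cut at about 38% in these data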
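Assay system: CHO-derived RD-HGA16 cells with stable Gα16 and human TAAR1; timing: 17-24 h seeding, 75 min 37 °C dye, 30 min RT; read-out: % activation from peak over basal fluorescence ratio, DMSO-to-PEA scaled; measured by: kinetic Fluo-8 calcium fluorescence; benchmarks: low control DMSO, high control PEA (EC100); doses: 3 µM single concentration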
V1aR counter: V1a receptor agonism, counter-screen for OXTR agonists | 320,000 compounds, 0.25% hits | AID 2797 | activation, % at 3 µM | CHO-V1R cells, Fluo-8 calcium fluorescence, agonist mode; 0% DMSO, 100% 3 nM vasopressin | P37288;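 active = activation above the mean activation of all tested compounds plus 3 SD, per screening run, cut at about 20% in these data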;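 also: signal is peak over basal fluorescence ratio across a 100 second FLIPR read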
Target sequence (P37288 whole entry, looked up): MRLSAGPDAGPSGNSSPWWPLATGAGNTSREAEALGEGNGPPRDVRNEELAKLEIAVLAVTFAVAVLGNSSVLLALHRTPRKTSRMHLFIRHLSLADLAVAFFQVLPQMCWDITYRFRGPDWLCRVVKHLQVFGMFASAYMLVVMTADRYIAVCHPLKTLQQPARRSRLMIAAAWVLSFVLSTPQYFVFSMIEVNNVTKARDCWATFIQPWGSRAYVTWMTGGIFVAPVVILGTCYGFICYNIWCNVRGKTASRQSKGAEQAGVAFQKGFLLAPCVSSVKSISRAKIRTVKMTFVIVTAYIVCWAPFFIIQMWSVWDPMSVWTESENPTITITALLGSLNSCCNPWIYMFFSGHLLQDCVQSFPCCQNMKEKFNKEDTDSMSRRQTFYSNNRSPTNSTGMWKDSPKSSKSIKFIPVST
Starred values were filed as active, the others as inactive; · = no result given. Rows were taken by chance (roughly 3.3% active in at least one column).

SMILES	CHO parental Ca	CHO-K1 Ca ag	M1 ag	M1 PAM parental	CHO-K1 Ca antag	OXTR potentiate	TAAR1 antag	TAAR1 ag	V1aR counter
CCOC(=O)C1CCN(C(=O)c2cc(OCC)c(OCC)c(OCC)c2)CC1	-9	0.3	-4	13	-10	-9	8	8	-0.7
CC(C)(C)C(=O)COC(=O)c1cc(-c2cccnc2)nc2ccccc12	-14	6.9	-5	-3	9	1	11	8	-0.5
S=c1[nH]nc(CNc2ccc(Cl)cc2)n1Cc1ccccc1	-26	1.8	-7	12	-15	-17	18	0	0.5
CC(=O)Oc1ccc(NC(=O)CSc2ccccc2)cc1	-2	-0.8	-2	12	11	-1	4	4	0.2
CC(C)CCN1CCN(Cc2coc3ccccc3c2=O)CC1CCO (centres undefined)	-19	0.0	-8	3	-5	-2	-20	7	0.0
O=C1CCC(=O)N1c1ccc(-c2nc3sc4c(c3c(=O)o2)CCC4)cc1	-21	0.3	-2	-1	6	3	-27	0	1.6
Cc1cc(CNC(=O)c2cc(COc3c(F)cccc3F)on2)nn1C	-3	0.9	-7	17	-6	0	10	0	1.0
CCOc1ccc(NC(=O)CSc2ncn[nH]2)cc1	-5	0.9	-4	19	-6	-10	-16	1	2.0
CC(C)=CC1C(C(=O)NCCOc2ccccc2)C1(C)C (centres undefined)	-11	0.3	-5	19	-10	-3	-10	-4	-1.4
C=CC[C@@H](CC(=O)NCCO)C(=O)N[C@@H](COC(=O)[C@@H](CC=C)Cc1ccc(F)cc1)Cc1ccccc1	-31	1.8	9	-4	0	-10	22	15	1.2
CC(C)(CNC(=O)Cc1ccc(Br)cc1)N1CCOCC1	-12	-0.3	-8	9	-9	-5	7	-3	-0.7
COc1ccc(S(=O)(=O)NCC(=O)NCc2cc(=O)n(C)c(=O)n2C)cc1	-1	0.2	0	-15	4	-3	-13	1	-0.2
Cc1ccc(-c2ccc(=O)n(CC(=O)NCCCN3CCCCC3)n2)cc1	0	-0.3	-9	0	-13	1	-4	13	0.0
CCCn1c(N)c(N(CCOC)C(=O)c2ccc(-c3ccccc3)cc2)c(=O)[nH]c1=O	-6	0.0	-2	-15	4	-4	5	0	0.7
Cc1cccc(NC(=O)Cc2ccc(-c3ccccc3)cc2)n1	-29	0.6	-1	-2	-6	-2	-9	1	-0.3
Cn1c(SCC(=O)N2CCc3ccccc3C2)nnc1-c1ccncc1	-12	-0.1	-10	18	-3	0	2	6	1.0
CCOC(=O)C1NN=C(C(=O)c2ccc(C)cc2)C1c1ccc(C)cc1 (centres undefined)	-24	-0.1	-9	0	0	-7	-4	-1	0.0
O=C(O)c1c2c(nc3ccc(S(=O)(=O)N4CCC(C(=O)NCc5ccc(Cl)cc5)CC4)cc13)CCCC2	4	1.1	-3	23	-10	-3	-13	0	4.2
COc1ccc(CCNC(=O)CC2Oc3ccc(Cl)cc3NC2=O)cc1OC (centres undefined)	-3	1.8	0	4	4	3	3	1	0.1
COc1ccc(C2=NOC(C(=O)N3CCCc4ccccc43)C2)cc1 (centres undefined)	-18	2.6	-4	3	-9	-8	15	5	-0.5
Cc1cc(C)cc(C(=O)Nc2cc3c4c(c2)CC(=O)N4CCC3)c1	-18	0.0	-4	12	-7	-1	5	-1	-1.6
COc1ccccc1N1CCN(c2ccc3c(c2)S(=O)(=O)c2cccc(C(=O)NCC4CC4)c2C3=O)CC1	·	4.7	-1	0	6	·	54*	13	·
CCOC(=O)C1=C(C)NC(C)=C(C(=O)OC)C1c1ccco1 (centres undefined)	-4	3.3	-5	10	-3	10	-16	2	-0.8
CC1NC(=O)c2ccccc2-n2c1nc1ccc(F)cc1c2=O (centres undefined)	·	1.1	-1	5	-2	·	-2	1	·
CCC1=[N+](CC(=O)c2ccc(C)cc2)CCn2cccc21	2	-0.2	-4	-2	0	-3	-2	0	1.9
O=C(NCc1ccc2c(c1)OCO2)C1CC(c2ccccc2O)=NO1 (centres undefined)	-1	1.2	-4	7	7	-5	2	1	2.5
CCOc1ccccc1/C=C(\C#N)C(=O)NC1CC1	-6	0.6	-3	2	-7	5	-20	-1	-0.3
Cc1ccc(C(=O)Oc2cc(-c3ccccc3)no2)cc1	-13	0.3	0	10	-11	-5	-3	2	1.6
N#C/C(=C(/O)COc1ccc(Br)cc1)c1nnc2n1CCCCC2	-11	0.0	-3	0	-5	-5	5	3	-0.1
CCOc1ccc(OCCC(=O)Nc2ccccc2C(=O)NC2CC2)cc1	·	1.8	-2	5	1	·	9	1	·
COc1cc(OC)c(-c2nn3c(C4CCCCC4)nnc3s2)cc1OC	-14	0.8	-7	13	-19	-5	-1	3	0.6
O=C(CN(c1ccccc1)S(=O)(=O)c1ccc(Cl)cc1)Nc1ccccc1C(=O)N1CCCC1	-26	2.7	-4	8	-5	-8	·	·	-0.9
Brc1ccc(CSc2ncnc3nc[nH]c23)cc1	11	1.8	1	10	5	-9	4	3	5.8
COc1ccccc1NC(=S)NCC1CCC(CNC(=S)Nc2ccccc2OC)CC1 (centres undefined)	-18	1.1	-3	15	-8	-4	20	7	0.5
CCOC(=O)c1cc(-c2ccccc2)sc1NC(=O)C(C)C	-20	0.0	-7	-2	-3	-5	-10	6	-0.4
COc1cccc(/C=C2/SC(=S)N(CC(=O)NNC(=O)c3ccccc3O)C2=O)c1	-11	0.8	-4	8	-15	-6	-6	-1	3.1
CC(=O)Oc1cccc(-c2nc3ccccc3c(=O)o2)c1	4	-0.7	0	-5	4	4	0	1	0.3
CC1=CC2=C(OC1N(C)C)c1cccc3cccc(c13)C2=O (centres undefined)	4	1.1	-4	9	-1	-4	·	·	0.2
CC(C)(C)OC(=O)CN1C(=O)NC(Cc2c[nH]c3ccccc23)C1=O (centres undefined)	-11	3.3	-4	13	-21	-20	3	0	1.9
C/C(=N/NC(=O)CCc1c(C)n[nH]c1C)c1cccc([N+](=O)[O-])c1	-14	0.1	-3	-10	3	3	8	2	0.3
CC(C)(C)NCC(O)COc1ccc(Br)cc1 (centres undefined)	-6	1.8	-9	-10	14	-11	9	5	1.5
CCN(CC)c1ccc(NC(=O)CN2CCN(CC(=O)Nc3ccccc3OC)CC2)cc1	-26	2.6	-6	0	-9	-14	5	4	3.5
Cc1ccc(SCc2[nH]nc3c2C2(CCSCC2)C(C#N)=C(N)O3)cc1	-18	-0.1	-4	1	-4	2	3	7	-0.8
CC1CCN(S(=O)(=O)c2ccc3c(c2)c(=O)c(C(=O)N2CCCCC2)cn3C)CC1	1	0.4	-4	6	8	3	-1	10	1.3
CC(C)(C)C(=O)/C=c1\s/c(=C\c2ccc(-c3ccc([N+](=O)[O-])cc3)o2)c(=O)n1CC(=O)NC(N)=O	64*	16*	23*	-10	26*	-8	59*	53*	47*
COc1ccc(CC(=O)Nc2nc(-c3ccc(F)c(F)c3)cs2)cc1	7	2.0	-9	0	-12	-11	36	0	3.2
CC(C)c1ccc(/C=N/NC(=O)c2cc(-c3cccc([N+](=O)[O-])c3)n[nH]2)cc1	-18	0.3	0	6	-11	0	2	-1	1.6
COc1ccc(C(=O)NCCc2cn3ccccc3n2)cc1	-4	8.6	-3	18	-5	-4	-16	3	-0.4
CN(CCC#N)C(=O)COC(=O)c1ccccc1OCc1ccccc1Cl	-2	6.2	-5	19	-13	-20	7	4	0.3
CCN1C(=O)CC(N2CCN(c3cccc(OC)c3)CC2)C1=O (centres undefined)	0	0.3	-4	-3	1	-1	-9	1	0.8

Remaining list, next part
SMILES	CHO parental Ca	CHO-K1 Ca ag	M1 ag	M1 PAM parental	CHO-K1 Ca antag	OXTR potentiate	TAAR1 antag	TAAR1 ag	V1aR counter
CC(=O)N1CCN(C(=O)c2ccc(Cl)c(S(=O)(=O)N3CCCC3)c2)CC1	-6	-0.2	0	-16	3	2	-14	1	0.7
CCn1nc(NC(=O)c2cccnc2)c2cc3ccccc3nc21	-11	2.6	-2	5	3	-3	29	9	0.4
CC(OC(=O)C1=COCCO1)C(=O)NC1CCCCC1C (centres undefined)	-3	0.2	-4	13	-14	-1	-8	2	0.6
O=C(CSc1nnc(Cc2ccccc2)o1)Nc1ccc2c(c1)OCO2	0	0.7	-4	16	-2	-18	-28	1	-0.7
Fc1ccccc1C1c2[nH]c3ccccc3c2CCN1Cc1cccn1-c1ncccn1 (centres undefined)	-33	4.0	-8	0	7	-4	-2	8	-0.9
CCOC(=O)Cc1csc(NC(=O)CN2CCCCC2)n1	6	2.1	-1	11	-13	6	-11	1	-0.3
CS(=O)(=O)Nc1ccccc1C(=O)N1CCN(c2ccccc2)CC1	-10	·	·	·	·	-6	10	1	0.9
O=C(NNC(=O)c1ccc2c(=O)n3c(nc2c1)CCC3)c1ccc(Cl)cc1	-8	0.3	-1	1	0	1	-4	9	1.1
c1ccc(CCCNCCCn2cnc3c(OCc4ccccc4)ncnc32)cc1	·	2.9	-7	21	-10	·	9	19	·
COc1ccc(NC(=O)c2ccccc2[N+](=O)[O-])cc1OC	-4	0.1	0	8	-5	-6	-6	3	-0.4
CC1(C(=O)NCc2ccccc2)Oc2ccccc2NC1=O (centres undefined)	-12	1.0	-7	19	-8	1	3	10	0.1
Cc1occc1C(=O)NNC(=S)NC(=O)COc1ccc(Cl)cc1Cl	-6	0.9	0	16	-4	3	-3	0	0.9
CN(C(=O)N1CCN(S(=O)(=O)c2ccccc2)CC1)c1ccccc1	-10	1.6	-3	16	1	-16	8	3	1.2
CC(=O)Nc1ccc(NC(=O)C2CCCN2C(=O)Nc2ccccc2[N+](=O)[O-])cc1 (centres undefined)	-1	1.4	-3	18	-18	0	-8	-1	0.6
O=C(CSc1nccn(-c2cccc(F)c2)c1=O)Nc1ccc(Cl)cc1F	-4	2.1	-3	10	-19	-3	-10	0	5.0
N#Cc1ccccc1NCc1ccccc1	-7	0.3	-4	19	-4	-8	-29	-5	-1.8
CCc1ccc(NC(=O)CSc2nc3ccsc3c(=O)n2CCC(=O)O)cc1	-5	0.1	-2	12	-13	-3	-10	2	1.4
